High-throughput results from PubChem BioAssay.
DDE Tn6 FP inh: inhibitors of Tn6 peptide binding to fibrin DD(E), primary screen, biochemical, fluorescence polarization, human fibrin, Tn6 probe; Fibrinogen beta chain (Homo sapiens), P02675; Fibrin DD(E) TRITC-Tn6 fluorescence polarization displacement; hit rate 0.21% among 370,000; inhibition, % at 8.3 µM; AID 720509, 2013;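 active = inhibition above a per-campaign cutoff: mean of compounds within control limits plus 3 SD, cut at about 15% in these data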;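 also: 0% = median of all compound wells on the plate and 100% = blocking peptide control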
KLK7 zymogen act: proKLK7 zymogen activators, primary screen, biochemical, fluorescence intensity | purified proKLK7, EDANS-DABCYL substrate fluorescence; 100% is mature enzyme control, 0% vehicle | hit rate 0.9% among 370,000 | activation, % at 7 µM | AID 652039, 2013;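 active = activation above the mean of all tested compounds plus 3 SD, computed per campaign excluding outliers beyond control limits, cut at about 13% in these data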
Target sequence (P49862 whole entry, looked up): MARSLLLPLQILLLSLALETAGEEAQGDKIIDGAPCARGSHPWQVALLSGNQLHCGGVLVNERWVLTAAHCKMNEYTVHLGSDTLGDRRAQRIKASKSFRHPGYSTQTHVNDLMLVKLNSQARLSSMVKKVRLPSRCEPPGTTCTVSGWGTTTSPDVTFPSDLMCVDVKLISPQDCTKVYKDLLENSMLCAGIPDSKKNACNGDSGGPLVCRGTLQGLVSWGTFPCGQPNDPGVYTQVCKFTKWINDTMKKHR
MBD2 DNA inh: inhibitors of MBD2 binding to methylated DNA, primary screen, biochemical, TR-FRET, DNA-binding domain, human. Methyl-CpG-binding domain protein 2 (Homo sapiens), Q9UBB5. MBD2 binding to methylated oligonucleotide. inhibition, % at 4.4 µM. hit rate 0.31% among 370,000; in the data active = inhibition above about 13%
Target sequence (Q9UBB5 whole entry, looked up, the tested form may be a part): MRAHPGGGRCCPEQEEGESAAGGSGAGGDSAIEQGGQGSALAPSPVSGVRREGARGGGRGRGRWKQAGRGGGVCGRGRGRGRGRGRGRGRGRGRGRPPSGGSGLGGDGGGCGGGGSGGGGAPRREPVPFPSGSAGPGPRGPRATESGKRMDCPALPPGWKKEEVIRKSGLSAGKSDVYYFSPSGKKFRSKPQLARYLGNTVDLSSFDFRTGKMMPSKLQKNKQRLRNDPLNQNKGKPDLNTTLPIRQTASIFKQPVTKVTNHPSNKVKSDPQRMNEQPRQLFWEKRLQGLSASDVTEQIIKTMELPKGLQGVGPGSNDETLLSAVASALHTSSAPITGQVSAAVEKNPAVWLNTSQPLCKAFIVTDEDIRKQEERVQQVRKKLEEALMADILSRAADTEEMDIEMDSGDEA
SIAE inh: human SIAE inhibitors, primary screen, biochemical, fluorescence polarization, FP-Rh probe, 1536-well HTS; Sialate O-acetylesterase (Homo sapiens), Q9HAT2; SIAE FP-Rh probe binding; inhibition, % at 9.66 µM; hit rate 0.69% among 370,000;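 active = inhibition above a cutoff: mean of compounds within the control limits plus 3 SD of those, cut at about 17% in these data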;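 also: 0% = plate median of compound wells and 100% = probe without SIAE protein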
DDE Tn7 FP inh: inhibitors of Tn7 peptide binding to fibrin DD(E), primary screen, biochemical, fluorescence polarization, human fibrin, Tn7 probe. Fibrinogen beta chain (Homo sapiens), P02675. hit rate 0.13% among 370,000. AID 720508, 2013. inhibition, % at 8.3 µM. FP displacement of FITC-Tn7 peptide from fibrin DD(E); 0% = median of compound wells per plate;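 active = inhibition above the mean of compounds falling within the control limits plus 3 SD of them, cut at about 14% in these data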;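 also: 0% = plate median of compound wells and 100% = 10 µM Aha-Tn7 peptide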
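assay system = human clot-derived fibrin DD(E) complex | quantity = Fibrin-DD(E) at 2 µM final | timing = 10 min preincubation, 3 h with tracer, room temperature | signal = fluorescence polarization | measure = percent inhibition | benchmarks = high control wells with 10 µM unlabelled Aha-Tn7 peptide (full inhibition) | replicates = singlicate testing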
TDP2 absorb: human TDP2 enzyme inhibitors, primary screen, biochemical, epi absorbance, recombinant enzyme; Tyrosyl-DNA phosphodiesterase 2 (Homo sapiens), O95551; T5PNP hydrolysis, p-nitrophenol absorbance 415 nm; inhibition, % at 12.8 µM; hit rate 0.34% among 370,000;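 active = inhibition above the mean of all tested compounds plus 3 SD, set per campaign, cut at about 25% in these data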;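 also: 0% = DMSO with enzyme and 100% = buffer with substrate but no TDP2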
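Read-out basis: percent inhibition. System: recombinant human TDP2. Buffer or medium: Mg2+-containing Tris-HCl buffer, pH 7.5. Repeats: single replicate. Timing: reaction 2 h, 37 °C. Benchmarks: high control without enzyme, low control DMSO plus TDP2. Probe or stimulus: 5 mM T5PNP. Doses: 12.8 µM only. Measured by: epi absorbance of p-nitrophenol freed from T5PNP by hydrolysis.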
UHRF1 binding: UHRF1 methylated DNA binding inhibitors, primary screen, counter-screen for MBD2 inhibitor project, biochemical, TR-FRET, human UHRF1, single concentration; UHRF1 binding to methylated oligo; inhibition, % at 4.4 µM; hit rate 0.75% among 370,000; E3 ubiquitin-protein ligase UHRF1 (Homo sapiens), Q96T88; AID 687016, 2013; in the data active = inhibition above about 21%;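 also: UHRF1 SRA domain binding a hemimethylated CpG hairpin DNA probe; 0% = median of test compound wells and 100% = reference inhibitor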
LEDGF integ inh: blockers of LEDGF/p75-dependent integrase strand transfer – biochemical, TR-FRET, high throughput, primary screen | hit rate 0.64% among 370,000 | HIV-1 integrase (with human LEDGF/p75) | TR-FRET IN-LEDGF/p75 DNA integration, Eu/Cy5 | AID 743269, 2014 | inhibition, % at 3.7 µM;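 active = inhibition above the screen-wide mean plus 3 SD, cut at about 13% in these data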;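 also: signal is the Cy5 over europium emission ratio at 671 and 618 nm; 0% = plate median of compound wells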
TCR-CD3 inh: inhibitors of human TCR-CD3 interaction, primary screen, biochemical, fluorescence, TAMRA-labeled TCR probe; inhibition, % at 9.4 µM; AID 651800, 2012; hit rate 0.37% among 360,000; in the data active = inhibition above about 19%;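 also: recombinant mutant TCR 2C K166C tagged with TAMRA read by polarization; 0% = receptor in buffer alone and 100% = receptor with positive control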
PRMT1 inh: PRMT1 methyltransferase inhibitors, primary screen, biochemical, fluorescence polarization | inhibition, % at 2.79 µM | hit rate 1.3% among 370,000 | Protein arginine N-methyltransferase 1 (Homo sapiens), Q99873 | recombinant PRMT1, activity-based probe fluorescence polarization;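 active = inhibition above about 21% made by adding two undisclosed values, limit read from the data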
Target sequence (Q99873 whole entry, looked up): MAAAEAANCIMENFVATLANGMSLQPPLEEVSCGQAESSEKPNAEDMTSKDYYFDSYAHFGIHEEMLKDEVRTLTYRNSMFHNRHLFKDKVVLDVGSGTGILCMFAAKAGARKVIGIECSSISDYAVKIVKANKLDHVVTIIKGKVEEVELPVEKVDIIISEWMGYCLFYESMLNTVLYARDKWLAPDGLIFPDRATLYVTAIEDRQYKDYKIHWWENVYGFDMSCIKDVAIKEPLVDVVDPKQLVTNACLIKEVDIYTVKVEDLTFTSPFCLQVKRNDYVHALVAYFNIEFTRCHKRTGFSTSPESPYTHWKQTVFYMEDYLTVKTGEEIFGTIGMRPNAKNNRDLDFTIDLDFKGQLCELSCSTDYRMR
* marks the source's active call; other numbers are inactive results.

For CCN1C(=O)C2(C(C(=O)c3ccc(C)o3)=C(O)C(=O)N2CCCN(C)C)c2ccccc21 (centres undefined) the results were DDE Tn6 FP inh -7, KLK7 zymogen act 0.1, MBD2 DNA inh -4, SIAE inh 11, DDE Tn7 FP inh 0, TDP2 absorb -8, UHRF1 binding 1, LEDGF integ inh -1, TCR-CD3 inh -6 and PRMT1 inh 1.
`CC(=O)c1ccc(NC(=O)CNc2cc(S(=O)(=O)N3CCOCC3)ccc2N2CCCC2)cc1` gave DDE Tn6 FP inh 1, KLK7 zymogen act -0.3, MBD2 DNA inh 3, SIAE inh 0, DDE Tn7 FP inh 2, TDP2 absorb 1, UHRF1 binding 0, LEDGF integ inh -6, TCR-CD3 inh -12 and PRMT1 inh 0.
CN(C)CCCNS(=O)(=O)c1ccc(Cl)s1 was read as DDE Tn6 FP inh 5, KLK7 zymogen act 1.2, MBD2 DNA inh -2, SIAE inh 11, DDE Tn7 FP inh -2, TDP2 absorb 1, UHRF1 binding -1, LEDGF integ inh 4, TCR-CD3 inh -3 and PRMT1 inh 3.
Screening CC1(C)CC(=O)C=C(Nc2cccc(C(F)(F)F)c2)C1 returned DDE Tn6 FP inh 3, KLK7 zymogen act -0.3, MBD2 DNA inh 1, SIAE inh 1, DDE Tn7 FP inh 2, TDP2 absorb 0, UHRF1 binding 5, LEDGF integ inh -1, TCR-CD3 inh -9 and PRMT1 inh 0.
`O=C(NCCc1ccccc1)c1oc2ccccc2c1COc1ccccc1` gave DDE Tn6 FP inh -2, KLK7 zymogen act -0.8, MBD2 DNA inh -7, SIAE inh -17, DDE Tn7 FP inh -7, TDP2 absorb -11, UHRF1 binding -3, LEDGF integ inh 1, TCR-CD3 inh 4 and PRMT1 inh 1.
`COC(=O)c1cc(-c2c[nH]c3ccccc23)n[nH]1` gave DDE Tn6 FP inh -9, KLK7 zymogen act -0.6, MBD2 DNA inh -5, SIAE inh -6, DDE Tn7 FP inh -6, TDP2 absorb -12, UHRF1 binding 1, LEDGF integ inh -1, TCR-CD3 inh 1 and PRMT1 inh -5.
COc1ccc(NS(=O)(=O)c2cc(NC(=O)C3=NN(c4ccccc4)C(=O)CC3)ccc2OC)cc1 was read as DDE Tn6 FP inh -10, KLK7 zymogen act -0.1, MBD2 DNA inh -1, SIAE inh -13, DDE Tn7 FP inh 5, TDP2 absorb -3, UHRF1 binding -3, LEDGF integ inh -3, TCR-CD3 inh 4 and PRMT1 inh -2.
`C#CC(C)OCC1CNC(=S)O1` (centres undefined) gave DDE Tn6 FP inh -1, KLK7 zymogen act 0.6, MBD2 DNA inh -2, SIAE inh 0, DDE Tn7 FP inh -5, TDP2 absorb -3, UHRF1 binding -2, LEDGF integ inh 0, TCR-CD3 inh 0 and PRMT1 inh -2.
For Cc1cc(OCC(=O)Nc2ccncc2)cc(C)c1Br the results were DDE Tn6 FP inh 10, KLK7 zymogen act -0.6, MBD2 DNA inh 0, SIAE inh -5, DDE Tn7 FP inh 1, TDP2 absorb 10, UHRF1 binding -3, LEDGF integ inh 2, TCR-CD3 inh -2 and PRMT1 inh -3.
For CC1=C(C(=O)OC(C)C)[C@@H](c2ccc(C)o2)NC(=O)N1 the results were DDE Tn6 FP inh -3, KLK7 zymogen act 0.2, MBD2 DNA inh -1, SIAE inh -6, DDE Tn7 FP inh 4, TDP2 absorb 5, UHRF1 binding 0, LEDGF integ inh 1, TCR-CD3 inh 3 and PRMT1 inh 1.

By substructure: the compounds so far with a halogen (3)
CN(C)CCCNS(=O)(=O)c1ccc(Cl)s1 was read as DDE Tn6 FP inh 5, KLK7 zymogen act 1.2, MBD2 DNA inh -2, SIAE inh 11, DDE Tn7 FP inh -2, TDP2 absorb 1, UHRF1 binding -1, LEDGF integ inh 4, TCR-CD3 inh -3 and PRMT1 inh 3.
Screening CC1(C)CC(=O)C=C(Nc2cccc(C(F)(F)F)c2)C1 returned DDE Tn6 FP inh 3, KLK7 zymogen act -0.3, MBD2 DNA inh 1, SIAE inh 1, DDE Tn7 FP inh 2, TDP2 absorb 0, UHRF1 binding 5, LEDGF integ inh -1, TCR-CD3 inh -9 and PRMT1 inh 0.
For Cc1cc(OCC(=O)Nc2ccncc2)cc(C)c1Br the results were DDE Tn6 FP inh 10, KLK7 zymogen act -0.6, MBD2 DNA inh 0, SIAE inh -5, DDE Tn7 FP inh 1, TDP2 absorb 10, UHRF1 binding -3, LEDGF integ inh 2, TCR-CD3 inh -2 and PRMT1 inh -3.

Additional structures.
`O=C(Nc1cccc(Cl)c1)C1CCCN(S(=O)(=O)c2ccc(F)cc2)C1` (centres undefined) gave DDE Tn6 FP inh -12, KLK7 zymogen act 0.0, MBD2 DNA inh 4, SIAE inh -10, DDE Tn7 FP inh -10, TDP2 absorb -1, UHRF1 binding 2, LEDGF integ inh 3, TCR-CD3 inh 7 and PRMT1 inh 2.
Screening Cc1c(C(=O)Nc2ccccc2)sc2nc3n(c(=O)c12)CCCCC3 returned DDE Tn6 FP inh 10, KLK7 zymogen act -0.2, MBD2 DNA inh -1, SIAE inh -5, DDE Tn7 FP inh -1, TDP2 absorb -13, UHRF1 binding -1, LEDGF integ inh -6, TCR-CD3 inh 1 and PRMT1 inh 0.
Screening CCOC(=O)c1ccc(NC(=S)NC(=O)c2nn(CC)cc2Br)cc1 returned DDE Tn6 FP inh -1, KLK7 zymogen act -0.1, MBD2 DNA inh 1, SIAE inh 7, DDE Tn7 FP inh -2, TDP2 absorb 9, UHRF1 binding 0, LEDGF integ inh 2, TCR-CD3 inh 1 and PRMT1 inh 0.
Cc1cccc(NC(=O)CN2C(=O)N/C(=C\c3cccn3-c3cccc(C(=O)O)c3)C2=O)c1 was read as DDE Tn6 FP inh -1, KLK7 zymogen act 0.3, MBD2 DNA inh -3, SIAE inh -3, DDE Tn7 FP inh -6, TDP2 absorb -11, UHRF1 binding -1, LEDGF integ inh 10, TCR-CD3 inh -3 and PRMT1 inh 2.
`Cc1cccc(C(=O)NNS(=O)(=O)c2ccc(F)cc2)c1O` gave DDE Tn6 FP inh -2, KLK7 zymogen act 0.4, MBD2 DNA inh -3, SIAE inh 1, DDE Tn7 FP inh 3, TDP2 absorb -10, UHRF1 binding 1, LEDGF integ inh 1, TCR-CD3 inh -5 and PRMT1 inh -7.
CCOc1ccc(-n2cc(C(=O)NCCOC)c3cc(OC)c(OC)cc3c2=O)cc1 was read as DDE Tn6 FP inh -1, KLK7 zymogen act -0.7, MBD2 DNA inh 2, SIAE inh 22*, DDE Tn7 FP inh -5, TDP2 absorb 19, UHRF1 binding 0, LEDGF integ inh 1, TCR-CD3 inh 2 and PRMT1 inh 0.
For Cc1cccc(C)c1-n1nnnc1C(c1cc2ccccc2o1)N1CCN(C/C=C/c2ccccc2)CC1 (centres undefined) the results were DDE Tn6 FP inh -1, KLK7 zymogen act 0.0, MBD2 DNA inh 5, SIAE inh 4, DDE Tn7 FP inh -2, TDP2 absorb -7, UHRF1 binding -4, LEDGF integ inh -2, TCR-CD3 inh 0 and PRMT1 inh 0.
`C[C@@H]1CN([C@H](C)CO)C(=O)CCCn2nncc2CO[C@@H]1CN(C)C(=O)c1ccccc1` gave DDE Tn6 FP inh 2, KLK7 zymogen act -0.3, MBD2 DNA inh 6, SIAE inh 1, DDE Tn7 FP inh 6, TDP2 absorb -9, UHRF1 binding -1, LEDGF integ inh -2, TCR-CD3 inh 3 and PRMT1 inh 3.
Cc1ccc2c(c1)N(CCC(=O)NCCCOC(C)C)C(=O)C(C)O2 (centres undefined) was read as DDE Tn6 FP inh 2, KLK7 zymogen act -0.8, MBD2 DNA inh 1, SIAE inh 1, DDE Tn7 FP inh 0, TDP2 absorb -8, UHRF1 binding -1, LEDGF integ inh 4, TCR-CD3 inh -5 and PRMT1 inh -1.
Screening O=C(NCCc1ccccc1)c1noc2c1CCc1ccccc1-2 returned DDE Tn6 FP inh 2, KLK7 zymogen act 0.1, MBD2 DNA inh 4, SIAE inh -3, DDE Tn7 FP inh -2, TDP2 absorb 0, UHRF1 binding 6, LEDGF integ inh 5, TCR-CD3 inh -9 and PRMT1 inh 3.
`COc1ccc(S(=O)(=O)N2CCCCCC2)cc1C(=O)NCc1ccccc1Cl` gave DDE Tn6 FP inh 0, KLK7 zymogen act 0.2, MBD2 DNA inh 2, SIAE inh -1, DDE Tn7 FP inh -1, TDP2 absorb -11, UHRF1 binding -1, LEDGF integ inh 4, TCR-CD3 inh 6 and PRMT1 inh 3.
Cc1cc(-c2ccc(C)c(S(=O)(=O)NCC3CCN(Cc4ccccc4F)CC3)c2)on1 was read as DDE Tn6 FP inh 6, KLK7 zymogen act -0.1, MBD2 DNA inh 5, SIAE inh -2, DDE Tn7 FP inh 11, TDP2 absorb -1, UHRF1 binding 3, LEDGF integ inh -1, TCR-CD3 inh 5 and PRMT1 inh 1.
Screening CCOc1cc(/C=N/n2cnnc2)cc(Br)c1O returned DDE Tn6 FP inh 3, KLK7 zymogen act -0.5, MBD2 DNA inh -4, SIAE inh 6, DDE Tn7 FP inh -3, TDP2 absorb -6, UHRF1 binding 0, LEDGF integ inh -3, TCR-CD3 inh 6 and PRMT1 inh -1.
Screening CCOc1ccccc1NC(=S)NCC1CCCO1 (centres undefined) returned DDE Tn6 FP inh 5, KLK7 zymogen act 0.0, MBD2 DNA inh 0, SIAE inh -7, DDE Tn7 FP inh 4, TDP2 absorb -14, UHRF1 binding 3, LEDGF integ inh -1, TCR-CD3 inh -3 and PRMT1 inh -1.
`COc1ccc2ccc(=O)oc2c1CC=C(C)C` gave DDE Tn6 FP inh 4, KLK7 zymogen act 0.6, MBD2 DNA inh 4, SIAE inh 2, DDE Tn7 FP inh 6, TDP2 absorb 8, UHRF1 binding -3, LEDGF integ inh 2, TCR-CD3 inh -2 and PRMT1 inh -2.
